RGS4 pot = RGS4 potentiation or activation | HEK293 M3R/inducible RGS4, carbachol calcium flux Fluo4; active compounds read low | AID 463111 | 310,000 tested, 0.92% active | B-score at 10 µM;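 active = B-score of the integrated calcium signal more than 4 SD below the library mean, with starting fluorescence not abnormally high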;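 also: negative B-score means reduced calcium response which marks RGS4 activation or potentiation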
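test system = M3R-expressing HEK293 line, RGS4 induced by doxycycline | probe or stimulus = carbachol at ECmax as muscarinic agonist stimulus | timing = dye loading 30 min 37 °C, buffer rest 30 min RT | signal = calcium dye Fluo4 fluorescence | evaluation = B score from integrated fluorescence ratio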
MrgX1 allo act = allosterically activates human MrgX1 receptor signaling; Q96LB2; MrgX1-HEK293, Fluo-4 calcium flux, FDSS; active compounds read high; B-score at 10 µM; 310,000 tested, 0.63% active;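 active = plate-corrected calcium response at least 3 library SD above typical, normal starting fluorescence, not activating the receptor alone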;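 also: compound read alongside a low EC10 to EC30 dose of BAM8-22 agonist; peak minus trough fluorescence over baseline measured at the second addition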
Target sequence (Q96LB2 whole entry, looked up): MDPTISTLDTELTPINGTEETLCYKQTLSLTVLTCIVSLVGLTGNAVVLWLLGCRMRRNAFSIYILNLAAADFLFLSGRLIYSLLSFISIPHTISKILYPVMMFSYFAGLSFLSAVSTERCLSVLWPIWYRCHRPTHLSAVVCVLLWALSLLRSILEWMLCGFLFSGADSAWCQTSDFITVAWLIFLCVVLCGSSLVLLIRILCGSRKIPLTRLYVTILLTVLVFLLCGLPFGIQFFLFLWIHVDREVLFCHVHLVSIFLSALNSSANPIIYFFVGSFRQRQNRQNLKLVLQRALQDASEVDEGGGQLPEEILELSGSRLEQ
TRPC6 inh = inhibitors of mouse TRPC6 channel; Q61143; HEK293-TRPC6, membrane potential dye, ACh-evoked depolarization; active compounds read low; B-score at 10 µM; 310,000 tested, 1.1% active;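 active = B-score under library mean minus 3 SD, initial fluorescence not abnormally high, positive integrated signal ratio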;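 also: B-score derived from integrated fluorescence ratio over the kinetic read; more negative B-score means stronger inhibition of depolarization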
HIF act = HIF pathway transcriptional activation | activation, % at 7.5 µM (by protocol) | 300,000 tested, 0.32% active | U2OS HRE-luciferase reporter, luminescence; normalized: DMSO 0%, desferrioxamine 100%;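 active = mean activation of at least 10% of the iron chelator positive control signal, with at least half of replicates also reaching 10%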
MrgX1 agonist = activates human MrgX1 receptor signaling; Q96LB2; MrgX1-HEK293 cells, Fluo-4 calcium fluorescence, agonist mode; active compounds read high; B-score at 10 µM; 310,000 tested, 0.44% active;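 active = calcium response B-score plate-corrected fluorescence ratio at least 3 library SD, with starting fluorescence B-score inside 5 SD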
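System – MrgX1-expressing HEK293 cells · Incubation – cells plated overnight, dye loaded 0.5 h 37 °C, 0.5 h room temperature · Technique – kinetic Fluo-4 NW fluorescence of intracellular calcium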
TRPC4 block = blocks the mouse TRPC4 cation channel; Q9QUQ5; HEK293 TRPC4beta/mu-opioid, DAMGO-evoked Fluo4 calcium flux; active compounds read low; B-score at 10 µM; 300,000 tested, 0.39% active;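 active = B-score over 3 SD under the library average, no early fluorescence shift, positive overall ratio signal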
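Assay system: HEK293 cells with stable TRPC4beta plus mu-opioid receptor expression. Dosing: single dose. Measured by: Fluo4 Ca2+ flux fluorescence. Also added: DAMGO in two steps, submaximal then maximal. Read-out: B score from integrated Fluo4 fluorescence ratio.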
SKKanGAS inh = SKKanGAS growth inhibition. AID 1662. 300,000 tested, 1.3% active. inhibition, % at 7.5 µM. S. pyogenes SKKanGAS, kanamycin growth, BacTiter-Glo, 6 h;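 active = mean replicate score, as percent of positive control median, at least 50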;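 also: strain carries kanamycin resistance gene driven by streptokinase promoter and grows in 40 µg/ml kanamycin; loss of luminescence reflects streptokinase promoter inhibition or plain growth inhibition; 0% = median of DMSO wells and 100% = positive control at its reference dose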
TRPC6 activator = activates the mouse TRPC6 cation channel; Q61143; HEK293-TRPC6 membrane potential dye fluorescence; active compounds read high; B-score at 10 µM; 310,000 tested, 0.13% active;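 active = B-score of the integrated fluorescence ratio above library mean plus 3 SD, and starting fluorescence ratio within library mean plus 5 SD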;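 also: higher score means more depolarization so channel activation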
Platelet DG rel = platelet dense granule release activity. 300,000 tested, 0.22% active. human platelet-rich plasma, SFLLRN dense granule ATP release, luminescence. inhibition, %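 (compounds screened at 7.5 µM in platelet-rich plasma)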;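 active = mean replicate score, as percent of positive control, at or above 50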
RGS4 block = human RGS4 inhibition; HEK293 M3R/RGS4 inducible, Fluo-4 calcium flux; active compounds read high; triggered by carbachol at its EC20; B-score at 10 µM; 310,000 tested, 0.45% active; AID 463165;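 active = B-score, a plate-corrected calcium signal, over three deviations above library mean, with baseline fluorescence within five deviations of library mean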;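 also: RGS4 expression induced by doxycycline in cells with stable M3 receptor; B-score is computed from the integrated fluorescence ratio over baseline after carbachol; higher B-score means a larger calcium signal and so more RGS4 inhibition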
Target sequence (P49798 whole entry, looked up): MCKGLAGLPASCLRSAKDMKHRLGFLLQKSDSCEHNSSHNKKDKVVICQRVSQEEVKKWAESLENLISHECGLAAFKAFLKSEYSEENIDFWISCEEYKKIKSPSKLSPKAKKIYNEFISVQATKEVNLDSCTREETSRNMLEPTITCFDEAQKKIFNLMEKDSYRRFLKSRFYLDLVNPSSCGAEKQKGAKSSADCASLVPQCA
MrgX1 antag = human MrgX1 receptor antagonism, primary screen; MRGX1-HEK293 calcium flux, Fluo-4, BAM8-22 antagonism; active compounds read low; B-score at 10 µM; Q96LB2; 310,000 tested, 1.3% active;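 active = calcium-response B-score plate-corrected more than 3 library SD below zero, starting fluorescence within 5 deviations, no agonist response on first addition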;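 also: peak minus trough fluorescence over baseline after final BAM8-22 challenge near maximal dose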
An asterisk follows results filed as active; i = inactive; nt = no result given.

SMILES | RGS4 pot | MrgX1 allo act | TRPC6 inh | HIF act | MrgX1 agonist | TRPC4 block | SKKanGAS inh | TRPC6 activator | Platelet DG rel | RGS4 block | MrgX1 antag
CCc1ccc(NC(=O)Cc2ccc(OC)cc2)cc1 | i | i | i | 1.5 | i | i | 4 | i | 5 | i | i
COc1ccc(/C=C/C2=CC(C)(C)NC(=S)N2)cc1 | i | i | i | 1.0 | i | i | -3 | i | 3 | i | i
Cn1c(CCNC(=O)c2ccco2)nc2cc([N+](=O)[O-])ccc21 | i | i | i | -0.2 | i | i | 1 | i | -11 | i | i
O=S(=O)(c1ccc(Br)cc1)N1CCOC12CCCCC2 | i | i | i | -0.4 | i | i | 5 | i | -5 | i | i
Cc1cc(C)nc(SCc2cc(=O)c(OC(=O)c3ccc(Cl)c([N+](=O)[O-])c3)co2)n1 | i | i | i | nt | i | i | 2 | i | 6 | i | i
COc1ccc(C2=C/C(=C\c3ccccc3OC(C)=O)C(=O)O2)cc1 | i | i | i | 1.0 | i | i | 4 | i | 9 | i | i
Cc1cc(Br)cc2c(C(=O)NCC3CCCO3)cc(-c3cccs3)nc12 (stereo not drawn) | i | i | i | -0.3 | i | i | -3 | i | -5 | i | i
COC(=O)c1ccc(NC(=S)NCCc2cccc(C)c2)cc1 | i | i | i | 0.0 | i | i | 2 | i | 2 | i | i
CCOc1ccc(-c2nnc(SCC(=O)N3CCN(c4ccccc4)CC3)o2)cc1 | i | i | i | 0.1 | i | i | -3 | i | 0 | i | i
COc1cc(/C=C/C(=O)OCC(=O)NCc2cccs2)ccc1OCC#N | i | i | i | -0.1 | i | i | -2 | i | -1 | i | i
Cc1nn(-c2ccccc2)c(C)c1C(=O)OCC(=O)N(C)c1c(N)n(Cc2ccccc2)c(=O)[nH]c1=O | i | i | i | -0.2 | i | i | -4 | i | 13 | i | i
Cc1c(=O)n(OCc2ccccc2)c2ccccc2[n+]1[O-] | i | i | i | 0.0 | i | i | -2 | i | -3 | i | i
Cc1cc(C)nc(NS(=O)(=O)c2ccc(NC(=O)CN3C(=O)c4ccccc4C3=O)cc2)n1 | i | i | i | -0.1 | i | i | -3 | i | 12 | i | i
COC(=O)CCCCCNc1ccc(C(=O)OC)cc1N | i | i | i | 0.2 | i | i | 3 | i | 12 | i | i
CN(C)C1C(=O)c2ccccc2C1=O | i | i | i | 0.4 | i | i | -8 | i | -10 | i | -5*
C=CCn1c(SCc2csc(C)n2)nc2sc3c(c2c1=O)CCCCC3 | i | i | i | 0.2 | i | i | 47 | i | -1 | i | i
O=C1CCCN1CCC12CC3CC(CC(C3)C1)C2 | i | i | i | -0.3 | i | i | -10 | i | 3 | i | -4.7*
COc1ccc(C(=O)NCC(c2ccco2)N2CCc3ccccc32)c(OC)c1 (stereo not drawn) | i | i | i | 0.6 | i | i | 3 | i | 8 | i | i
CCS(=O)(=O)N1CCC(C(=O)NCc2ccccn2)CC1 | i | i | i | nt | i | i | -1 | i | -6 | i | i
CCCCCN(C(=O)CCC(=O)OCCOc1cccc(Cl)c1)c1c(N)n(CCCC)c(=O)[nH]c1=O | i | i | i | 0.4 | i | i | 11 | i | 14 | i | i
CCS(=O)(=O)Nc1cc(C(=O)OC)ccc1C(=O)OC | i | i | i | -0.1 | i | nt | 1 | i | 4 | i | i
CCCCc1cc(C)c(S(=O)(=O)c2ccccc2C)c(=O)[nH]1 | i | i | i | -0.3 | i | i | -2 | i | -2 | i | i
CS(=O)(=O)Nc1nnc(Cc2ccccc2)s1 | i | i | i | -0.3 | i | i | 6 | i | 11 | i | i
CCCOc1ccc(CC(=O)NCc2ccco2)cc1OC | i | i | i | -0.4 | i | i | 0 | i | 5 | i | i
CC(=O)Nc1ccc(C(=O)Nc2cccc(-c3cnc4ccccc4n3)c2)cc1 | i | nt | i | -1.5 | nt | i | 0 | i | 10 | i | nt
COc1ccc(S(=O)(=O)Nc2cc(C)c(O)c(S(=O)(=O)c3ccccc3)c2)cc1 | i | i | i | -0.6 | i | i | 6 | i | 0 | i | i
C/C(CC(=O)NCc1ccc(Cl)cc1)=N\NC(=O)COc1ccc(C)cc1Br | i | i | i | -0.1 | i | i | -3 | i | 1 | i | i
Cc1ccc(C(C)C)c(OCCn2c(=O)oc3ccccc32)c1 | i | i | i | -0.2 | i | i | 45 | i | -2 | i | i
CC(C)N(C(=O)NC(=O)NCC1CCCO1)S(C)(=O)=O (stereo not drawn) | i | i | i | -0.2 | i | i | 8 | i | 5 | i | i
CC(C)c1ccc2c(c1)C1(NN=C(c3ccccc3)S1)C(=O)N2 (stereo not drawn) | i | i | -5.7* | 3.8 | i | i | 99* | i | 31 | i | i

Two entries from above, as tab-separated lines.
smiles	RGS4 pot	MrgX1 allo act	TRPC6 inh	HIF act	MrgX1 agonist	TRPC4 block	SKKanGAS inh	TRPC6 activator	Platelet DG rel	RGS4 block	MrgX1 antag
C=CCn1c(SCc2csc(C)n2)nc2sc3c(c2c1=O)CCCCC3	i	i	i	0.2	i	i	47	i	-1	i	i
O=C1CCCN1CCC12CC3CC(CC(C3)C1)C2	i	i	i	-0.3	i	i	-10	i	3	i	-4.7*

More compounds:
SMILES | RGS4 pot | MrgX1 allo act | TRPC6 inh | HIF act | MrgX1 agonist | TRPC4 block | SKKanGAS inh | TRPC6 activator | Platelet DG rel | RGS4 block | MrgX1 antag
CCN(CC(=O)NCCc1ccccc1)S(=O)(=O)c1ccccc1 | i | i | i | 0.2 | i | i | -5 | i | -3 | i | i
CCCCn1c(N)c(N(CC(C)C)C(=O)C2CCN(C(=O)c3ccc(Cl)cc3)CC2)c(=O)[nH]c1=O | i | i | i | 0.4 | i | i | 1 | i | -8 | i | i
Cc1nc(=O)c(-c2ccccc2)c(C)n1-c1ccccc1C(=O)O | i | i | i | -0.1 | i | i | 0 | i | -2 | i | i
COCC(C)n1c(C)cc(C(=O)COC(=O)CCc2nc3ccccc3c(=O)[nH]2)c1C (stereo not drawn) | i | i | i | -0.5 | i | i | -1 | i | -14 | i | i
Cc1[nH]c(-c2ccc(F)cc2)cc1C(=O)N1CCN(c2ccccc2)CC1 | i | i | i | -0.1 | i | i | 27 | i | -3 | i | i
CC(C)Oc1ccc(C(=O)Nc2ccccc2N2CCOCC2)cc1 | i | i | i | 0.1 | i | i | -8 | i | 6 | i | i
O=C(COC(=O)CCc1ccccc1)NC1CCS(=O)(=O)C1 (stereo not drawn) | i | i | i | 0.0 | i | i | -1 | i | -4 | i | i
O=C(NCC(c1ccco1)N1CCN(c2ccccc2F)CC1)OCc1ccccc1 (stereo not drawn) | i | i | i | 0.5 | i | i | -5 | i | -34 | i | i
Cc1cccn2c(=O)c(C(=O)NC3CCCCC3)c(O)nc12 | i | i | i | 0.5 | i | i | 6 | i | 1 | i | i
C#CCNC(=O)/C=C/c1ccc(C)cc1 | i | i | i | -0.5 | i | i | 12 | i | -9 | i | i
COCCn1cc(C(=S)N2CCCCC2)c2ccccc21 | i | i | i | -0.7 | i | i | 8 | i | 2 | i | i
N/C(=N\OC(=O)c1ccoc1)c1ccc(Br)cc1 | i | i | i | 0.5 | i | i | -2 | i | 5 | i | i
O=C(c1ccc(Cl)c(NC2=NC3CS(=O)(=O)CC3S2)c1)N1CCN(c2ccc(F)cc2)CC1 (stereo not drawn) | i | i | i | 0.2 | i | i | 6 | i | -3 | i | i
N#Cc1ncc(C(F)(F)F)cc1Oc1cccnc1 | i | i | i | 0.4 | i | i | -7 | i | -2 | i | i
Cc1ccc(S(=O)(=O)N(C(=O)c2ccncc2)c2ccc3oc4c(c3c2)CCCC4)cc1[N+](=O)[O-] | i | i | i | 1.9 | i | i | 12 | i | -7 | i | i
O=C(CN1CCN(c2cccc(Cl)c2)CC1)N1CCCC1 | i | i | i | -1.0 | i | i | -3 | i | 0 | i | i
CCCCC1C2C(=O)N(c3ccccc3)C(=O)C2ON1c1ccccc1 (stereo not drawn) | i | i | i | -0.5 | i | i | 3 | i | 19 | i | i
COc1cc(C(=O)N(C)c2nnc(-c3cccnc3)s2)cc(OC)c1OC | i | nt | i | -1.3 | nt | i | -1 | i | -5 | i | nt
CCCN1CCN(CCCNC(=S)Nc2ccc(OC)cc2)CC1 | i | i | i | -0.4 | i | i | 1 | i | -1 | i | i
COc1cc(C2NC(=O)NC(C)=C2C(=O)OCC2CCCCC2)cc(Cl)c1O (stereo not drawn) | i | i | i | 1.6 | i | i | 5 | i | -6 | i | i
O=c1cc(-c2ccccc2)nc(/C=C/c2ccccc2)[nH]1 | i | i | i | 0.0 | i | i | -12 | i | 0 | i | i
CN(CCCS(=O)(=O)[O-])c1ccc(/C=C/c2ccc3ccccc3[n+]2C)cc1 | i | i | i | -29 | i | i | 6 | i | 0 | i | i
CC1(C)CC(=O)c2cnc(NC(=O)c3ccco3)nc2C1 | i | i | i | 0.5 | i | i | 0 | i | -8 | i | i
CC12CCC(=O)N1C(C(=O)Nc1ccc(SC(F)F)cc1)CS2 (stereo not drawn) | i | i | i | -29 | i | i | 0 | i | 0 | i | i
CCCc1[nH]nc2c1C(CCC)C(C#N)=C(N)O2 (stereo not drawn) | i | i | i | -0.3 | i | i | -3 | i | 3 | i | i
COc1ccc(/C=C(\C#N)C(=O)OCC(=O)N2CC(C)OC(C)C2)cc1 (stereo not drawn) | i | i | i | -0.1 | i | i | -4 | i | -9 | i | i
CCC(=O)N1CCN(c2ccc(NC(=O)COc3ccccc3[N+](=O)[O-])cc2)CC1 | i | i | i | 0.5 | i | i | 19 | i | -2 | i | i
COc1ccccc1N1C(=O)CCC1(C#N)c1ccc(Br)cc1 (stereo not drawn) | i | i | i | 0.0 | i | i | 10 | i | 1 | i | i
CCc1ccc(NC(=O)COc2cccc(-n3cnnn3)c2)cc1 | i | i | i | 0.2 | i | i | -4 | i | -9 | i | i
O=C(C1CCCC1)N1CCN(S(=O)(=O)c2ccc(Cl)cc2)CC1 | i | i | i | -2.6 | i | i | 2 | i | -3 | i | i
Cc1occc1C(=O)N1CCN(c2ccc(Cl)cc2)CC1 | i | i | i | 0.0 | i | i | 1 | i | -7 | i | i
CCOc1ccc(NC(=O)CC2C(=O)N(c3ccccc3)C(=O)N2CCOC)cc1 (stereo not drawn) | i | i | i | -0.4 | i | i | -3 | i | 1 | i | i
CC1CCCC(C)N1c1nnc(N)s1 (stereo not drawn) | i | i | i | -0.3 | i | i | -2 | i | 1 | i | i
